Bioassay records (PubChem BioAssay)
S3 lipid droplet: qHTS Assay for Lipid Storage Modulators in Drosophila S3 Cells; Drosophila S3 cells, BODIPY lipid droplet fluorescence, 18-24 h; cells fed with added oleic acid; Potency in µM for hits, for the others lipid storage change, negative = inhibition, % at the top dose, mostly 46.1 µM; actives 0.64% (n = 320,000); active = well fitted inhibition curve with a large enough effect in the signal ratio, with a control signal flat, not every such curve was filed as active; inconclusive = small, poorly fitted or top-dose-only effect, or effect the other way, or a change in a side signal; the % refers to the signal ratio
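Laser-scanning cytometry quantifies lipid droplet accumulation (500–530 nm total intensity; droplet/cell object ratio) in oleic acid-fed (400 uM added) Drosophila S3 cells treated with a concentration series. 20 uM Triacsin C defined 100% inhibition.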
S3 lipid droplet cell count max: further read-out of S3 lipid droplet, marked with its call; cell number change, %; measured here: cell count max response;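 cells counted by Cell Tracker Red CMTPX staining in the red channel; peak over a dose series mostly up to 46.1 µM; percent activity relative to internal control wells on each plate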
Starred values were filed as active, the others as inactive; i = inactive; u = inconclusive; x = not tested or not shown; [ ] = remark or other dose. % is scaled to controls: 0 for no effect and ±100 for the full control effect; potency is read from the fitted curve at half-maximal effect. Only part of the results is shown; rates above refer to the full screens.

SMILES	S3 lipid droplet	S3 lipid droplet cell count max
Cc1ccc(C(c2sc3ncnn3c2O)N2CC(C)CC(C)C2)cc1 (centres undefined)	-14%	-1
COc1ccc(N(C(=O)C2CSC(=O)C2)C(C(=O)NC(C)(C)C)c2ccncc2)cc1 (centres undefined)	-3%	15
Cn1nnnc1SCc1cc(=O)n2ccsc2n1	u	x
CC(C)(C)NC(=O)Cn1nnc(-c2ccccc2Cl)n1	u	x
Cc1ccc(NC(=O)CN(C)C(=O)c2sc3cc(Cl)ccc3c2Cl)cc1	i	-8
COc1cc(CN2CCCC(C(=O)Nc3cccc(-n4cccn4)c3)C2)ccc1F (centres undefined)	u	x
C=CCNC(=O)c1onc(CS(=O)(=O)c2cc(C)cc(C)c2)c1C(=O)NCC=C	i	2
COc1ccc(S(=O)(=O)N(C)CC(=O)O)c2ccccc12	u	x
NC(=O)NC(=O)COC(=O)CCCc1c[nH]c2ccccc12	-10%	-2
CCOC(=O)c1[nH]c(C(=O)O)c(CCN(CC)CC)c1C	17%	0
Cc1cc(C)c2oc(C(=O)Nc3ccc(S(=O)(=O)N4CCCC(C)C4)cc3)cc(=O)c2c1 (centres undefined)	u	x
O=C(NCCO)c1nc2ccccc2s1	11%	10
O=S(=O)(Nc1nc2ccccc2nc1NCCO)c1cccc(Cl)c1	u	x
COc1ccc(C(=S)N2CCOCC2)cc1OC(=O)c1ccc([N+](=O)[O-])cc1[N+](=O)[O-]	u	x
O=C(c1ccc(Cl)cc1)C1CCCN(Cc2ccc(Oc3ncccn3)cc2)C1 (centres undefined)	u	x
CCN(CC)S(=O)(=O)c1cc(NC(=O)C(C)N2CCN(Cc3ccc4c(c3)OCO4)CC2)ccc1C (centres undefined)	u	x
COc1ccc(/C=N/NC(=O)c2cccnc2)cc1	u	x
COC(=O)C1=C(CS(=O)(=O)c2ccccc2)NC(=O)NC1c1ccccc1 (centres undefined)	u	x
COc1ccc(NS(=O)(=O)c2ccc(NC(=O)C(CCSC)NC(N)=O)cc2)cc1 (centres undefined)	23%	x
O=C(CSc1nccn1-c1ccccc1)c1ccc(Br)cc1	-20%	25
C=CCc1cc(C=O)cc(OC)c1OCc1ccc(Cl)cc1	1%	-3
CNC[C@H](CC1CCCCC1)NC[C@H](Cc1ccccc1)NCCC12CC3CC(CC(C3)C1)C2	u	x
C/C(N)=C(/C#N)C(=O)CSc1nn(-c2ccc(Cl)cc2)c(=S)s1	u	x
Cc1cc(C)nc(SCCCn2c(=O)[nH]c3ccccc32)n1	u	x
O=C(CCc1ccccc1)Nc1ccnn1C1CCN(Cc2ncc[nH]2)CC1	i	24
The list continues.
SMILES	S3 lipid droplet	S3 lipid droplet cell count max
CCOc1cc([N+](=O)[O-])cc2c1C(=O)Nc1ccccc1O2	u	x
Cc1ccc(-c2c(C#N)c(N)nc3c2CCCC3)o1	8%	0
Cc1cc(C)nc(Nc2ccccc2F)n1	6%	22
O=C(Nc1ccc(CN2CCCCC2)cc1)c1cccc(Br)c1	6%	-10
CCc1nc(SCC(=O)NNC(=O)c2ccc(C)cc2)c2ccccc2n1	u	x
COc1ccc(Cl)cc1NC(=O)c1cnccn1	i	1
Nc1nnc(SCC(=O)OCC(=O)Nc2ccc(Br)cc2)s1	0%	2
COc1ccc(/C=C/C(=O)OC(C)CN2CCCCC2)cc1 (centres undefined)	u	x
Cc1c(NS(=O)(=O)c2ccc3nc(COc4ccccc4Cl)[nH]c3c2)c(=O)n(-c2ccccc2)n1C	-28%	x
CCOc1ccc(NC(=O)C/C(C)=N/NC(=O)c2cnccn2)cc1	u	x
COc1cc(C(=O)NC(C)c2ccc3ccccc3c2)cc(Cl)c1O (centres undefined)	u	x
Cc1ccccc1OCC(=O)N1CCN(C(=O)COc2ccccc2C)CC1	i	19
C[C@H](NC(=O)c1ccccc1)C(=O)OCC(=O)c1c[nH]c2ccccc12	u	x
CCOc1ccc(NC(=O)CCS(=O)(=O)c2ccc3c(c2)CCCN3C(C)=O)cc1	-13%	19
O=C(CSc1ccc(-c2nc3ccccc3[nH]2)cn1)Nc1ccc(S(=O)(=O)NC2CC2)cc1	-27%	9
Cc1c(Cl)cnc(NC(=O)COC(=O)Cc2coc3ccc4ccccc4c23)c1Cl	17%	-1
CCCCn1c(N)c(N(CCOC)C(=O)c2ccc(Cl)c(S(=O)(=O)N3CCCCC3)c2)c(=O)[nH]c1=O	u	x
CCC1Oc2ccccc2N(CC(=O)NC2CC2)C1=O (centres undefined)	u	x
Cc1c(C(=O)O)cccc1-c1ccc(/C=N/Nc2ccc(Br)cc2)o1	u	x
O=C(COc1ccccc1[N+](=O)[O-])NCc1cccnc1	u	x
COc1ccc(CNC(=O)C2COc3ccccc3O2)c(OC)c1 (centres undefined)	u	x
Cn1c(SCc2nc3ccccc3[nH]2)nnc1-c1cccs1	u	x
COc1ccc(-n2c(SCC(=O)O)nnc2-c2ccc(NC(=O)c3ccccc3)cc2)cc1	-4%	-17
CCN1CCN(c2cc(C)c3cc(NC(=S)N4CCN(c5ccccc5F)CC4)ccc3n2)CC1	u	x
Cc1ccc(C(=O)N/C(=C\c2ccc(-c3ccccc3[N+](=O)[O-])o2)C(=O)NCCCN2CCOCC2)cc1	u	x

Whole records from above. Order of values: S3 lipid droplet	S3 lipid droplet cell count max
Record of CCOC(=O)c1[nH]c(C(=O)O)c(CCN(CC)CC)c1C : 17%	0
Record of CCOc1ccc(NC(=O)C/C(C)=N/NC(=O)c2cnccn2)cc1 : u	x
Record of COc1ccc(S(=O)(=O)N(C)CC(=O)O)c2ccccc12 : u	x
Record of Cc1cc(C)nc(SCCCn2c(=O)[nH]c3ccccc32)n1 : u	x
Record of Cc1ccc(C(=O)N/C(=C\c2ccc(-c3ccccc3[N+](=O)[O-])o2)C(=O)NCCCN2CCOCC2)cc1 : u	x

More structures
SMILES	S3 lipid droplet	S3 lipid droplet cell count max
CCNC(=O)c1ccccc1-c1nc(-c2ccccc2Cl)no1	u	x
Cn1nnnc1SCc1cn2cccnc2n1	u	x
N#CCC(=O)NCCCOC(=O)Nc1ccc(Cl)c(Cl)c1	u	x
CC1CCCN(C(=O)CSCC(=O)N=c2sc3ccccc3n2C)C1 (centres undefined)	u	x
O=C(O)C(Cc1ccccc1)Nc1ccc([N+](=O)[O-])cc1[N+](=O)[O-] (centres undefined)	u	x
COc1ccc(NC(=O)CC2C(=O)N(c3ccc(OC)cc3)C(=O)N2C(C)C)cc1 (centres undefined)	u	x
CCOC(=O)C1CCN(C(=O)Nc2cccc(OC)c2)CC1	1%	7
CCS(=O)(=O)c1ccc(O)c(NC(=O)COc2ccc(Br)cc2)c1	-5%	8
Cc1ccc(CN2CCN(/N=C\C=C\c3ccccc3)CC2)cc1	u	x
CN(Cc1ccno1)Cc1cn(Cc2ccccc2)nc1-c1ccc2c(c1)OCO2	24%	16
Brc1cccc(OCCn2ccnc2)c1	u	x
O=C(N/N=C/c1cc(Cl)cc([N+](=O)[O-])c1O)c1cc(-c2ccccn2)nc2ccccc12	0%	-9
O=S(=O)(NCc1ccc2c(c1)OCO2)c1cccc(S(=O)(=O)N2CCOCC2)c1	29%	-14
Cc1cc(C)n(Cc2cccc(C(=O)N/N=C/c3cccnc3)c2)n1	u	x
CN(Cc1ccccc1)S(=O)(=O)c1ccc(Cl)c(C(=O)NCc2ccncc2)c1	i[0.0737 µM]	x
CNC(=O)c1oc(-c2ccccc2)nc1C	u	x
Cc1ccc(S(=O)(=O)Nc2ccc(-n3cnnn3)cc2)cc1	i	12
COC(=O)CCN(C(=O)C1C2CC3CC(C2)CC1C3)c1ccccn1 (centres undefined)	u	x
O=[N+]([O-])CC(=Nc1ccc(F)cc1)N/N=C\c1oc(O)c2ccccc12	u	x
Cc1nn(-c2ccccc2)c2c1C(c1ccc(F)cc1)C(C#N)=C(N)O2 (centres undefined)	-7%	10
O=C(Cn1cc(S(=O)(=O)Cc2ccccc2)c2ccccc21)Nc1ccccc1	u	x
Cc1c(NC(=O)CSCc2c(F)cccc2Cl)c(=O)n(-c2ccccc2)n1C	5%	19
Cc1cccn2c(=O)c(/C=C(\C#N)C(N)=O)c(N3CCN(Cc4ccc5c(c4)OCO5)CC3)nc12	18%	12
COc1ccc(NC(=O)CN(C)C(=O)c2ccc(N3CCCCCC3)c([N+](=O)[O-])c2)cc1	u	x
O=C1CCCN1CC(CN1CCOCC1)Sc1nnnn1-c1ccccc1 (centres undefined)	u	x
Continuation.
SMILES	S3 lipid droplet	S3 lipid droplet cell count max
CCCCN(CC)C(=O)Cc1c(C(=O)O)[nH]c2ccc(Cl)cc12	u	x
O=C(Nc1ccc(N2CCN(C(=O)c3cccs3)CC2)c(Cl)c1)c1cccnc1	u	x
COc1ccc(OC)c(NC(=O)C23CC4CC(C2)CC(n2cnc(Br)n2)(C4)C3)c1	u	x
Cc1cc(C)nc(-n2ncc3c2CC(c2ccccc2)CC3=O)n1 (centres undefined)	u	x
CCOC(=O)N1CCN(C(=O)C2CC(=O)N(c3ccccc3)C2)CC1 (centres undefined)	-25%	3
CN(C)c1ccc(C(=O)C(O)c2ccccc2)cc1 (centres undefined)	0%	-16
CCCc1[nH]nc2c1C(c1ccncc1)C(C#N)=C(N)O2 (centres undefined)	u	x
Cc1ccc(C(=O)OCC(=O)N(CCc2ccccc2)Cc2ccccc2)cc1S(=O)(=O)N1CCOCC1	u	x
Cc1ccc(C2=NN(CC(=O)NCc3ccco3)C(=O)CC2)cc1	11%	4
Cc1nnc(SCCn2c(Br)nc3c2c(=O)n(C)c(=O)n3C)s1	u	x
CCCC(C(=O)NC1CCCC1)N(CC1CCCO1)C(=O)CNS(=O)(=O)c1ccc(F)cc1 (centres undefined)	i	-8
Clc1ccc(/C=N/c2c(-c3ccc(Cl)cc3)nc3n2CCS3)cc1	u	x
CC(C(=O)Nc1ccc2c(c1)OCCO2)N(c1ccccc1)S(C)(=O)=O (centres undefined)	0%	-10
Brc1cccc(CNc2nc3ccccc3n2CCN2CCCCC2)c1	u	x
CCCNCC1COc2ccccc2O1 (centres undefined)	u	x
O=C(CSc1nnc(-c2cccc(S(=O)(=O)N3CCCCC3)c2)o1)NCCC1=CCCCC1	u	x
CCOC(=O)C(=CNc1ccc(S(N)(=O)=O)cc1)C(=O)OCC	-10%	-11
CCCCCCC(=O)Nc1ccc(Br)cn1	1%	1
Cc1ccc(N2CCN(/N=C/C3=C(N4CCOCC4)C(=C\c4ccccc4)/CC3)CC2)cc1	12%	5
CCc1ccc(NC(=S)N2CCCC2)cc1	-14%	-8
c1ccc(-c2ccccc2OCCCCN2CCCCC2)cc1	-1%	2
CCc1nnc(NS(=O)(=O)c2ccc(NC(=O)c3cccc4ccccc34)cc2)s1	3%	3
COCCCNC(=O)c1nc2ccccc2c(=O)n1NC(=O)Nc1c(Cl)cccc1Cl	u	x
Cc1ccc(N(CC(=O)NC2CCCCC2)C(=O)CNC(=O)c2ccco2)c(C)c1	u	x
O=C(Nc1cccc(S(=O)(=O)NC2=NCCC2)c1)c1cc(Cl)ccc1[N+](=O)[O-]	-15%[0.0737 µM]	x

Three entries from above, field by field:
SMILES: CCc1ccc(NC(=S)N2CCCC2)cc1
  S3 lipid droplet: -14%
  S3 lipid droplet cell count max: -8

SMILES: c1ccc(-c2ccccc2OCCCCN2CCCCC2)cc1
  S3 lipid droplet: -1%
  S3 lipid droplet cell count max: 2

SMILES: CCc1nnc(NS(=O)(=O)c2ccc(NC(=O)c3cccc4ccccc34)cc2)s1
  S3 lipid droplet: 3%
  S3 lipid droplet cell count max: 3

Going on with the list.
SMILES	S3 lipid droplet	S3 lipid droplet cell count max
Fc1ccc(NC(=S)NC2CC3CCCC(C2)N3Cc2cccs2)cc1 (centres undefined)	10%	-12
COc1ccc(C(=O)COC(=O)COc2cc(C)cc(C)c2)cc1	-18%	2
CC(C)NC(=O)COC(=O)c1cc(Br)ccc1Cl	u	x
NS(=O)(=O)c1cccc(NC(=O)CCc2ccc(S(=O)(=O)N3CCOCC3)cc2)c1	u	x
CC12CCC(C(=O)NCc3ccccc3Cl)(OC1=O)C2(C)C (centres undefined)	-10%	-15
CCN(C(=O)CSc1nnnn1-c1cc(C)ccc1OC)C1CCS(=O)(=O)C1 (centres undefined)	u	x
Cc1ccc(CNC(=O)CCCc2cn(C)c3ccccc23)cc1	i	19
CCC1(C)Cc2c(sc3nc(SC)[nH]c(=S)c23)CO1 (centres undefined)	4%	12
Cc1ccccc1OCC(=O)Nc1ccc2c(c1)COC2=O	u	x
COc1ccc(O)c(C(=O)c2cnc3onc(C)c3c2)c1	14%	-14
CN(C)/C=C1\SC(=S)N(c2ccc(F)cc2)C1=O	-15%	1
CCOC(=O)N1CCN(S(=O)(=O)c2ccc([N+](=O)[O-])cc2)CC1	u	x
CC(=O)N1CCN(S(=O)(=O)c2cccc(C(=O)NCCC3=CCCCC3)c2)CC1	u	x
O=C(Nc1cccc(Cl)c1)OCCOc1ccccc1	3%	-3
CC1=C(C#N)CCC(=O)N1Cc1c(F)cccc1Cl	i	x
CC(CCc1ccco1)NC(=O)c1cc2c(-c3ccccc3F)nn(C)c2s1 (centres undefined)	-14%	-15
COc1ccc(CNCCSc2nnnn2C)c(OC)c1OC	u	x
CN=C1NN=C(c2cc(C)n(-c3c(C)n(C)n(-c4ccccc4)c3=O)c2C)CS1	u	x
O=C(CN1C(=O)C2CCCCC2C1=O)N1CCN(c2ncccn2)CC1 (centres undefined)	-7%	17

Quoted at random: four records from the list, in no set order.
SMILES	S3 lipid droplet	S3 lipid droplet cell count max
CC(CCc1ccco1)NC(=O)c1cc2c(-c3ccccc3F)nn(C)c2s1 (centres undefined)	-14%	-15
Fc1ccc(NC(=S)NC2CC3CCCC(C2)N3Cc2cccs2)cc1 (centres undefined)	10%	-12
CC1=C(C#N)CCC(=O)N1Cc1c(F)cccc1Cl	i	x
NS(=O)(=O)c1cccc(NC(=O)CCc2ccc(S(=O)(=O)N3CCOCC3)cc2)c1	u	x
